Screening results: PubChem BioAssay, National Center for Advancing Translational Sciences (NCATS)
IP6K1 inhibitor = Primary qHTS assay for small molecule inhibitors of Inositol hexaphosphate kinase 1 (IP6K1). Inositol hexakisphosphate kinase 1 (Homo sapiens), Q92551. IP6K1 kinase, ADP-Glo luminescence, 2 h; active compounds read low. activity change, % (series mostly up to about 58 µM). hit rate 0.81% among 140,000; in the data active = activity change below about -25%
Target sequence (Q92551 whole entry, looked up): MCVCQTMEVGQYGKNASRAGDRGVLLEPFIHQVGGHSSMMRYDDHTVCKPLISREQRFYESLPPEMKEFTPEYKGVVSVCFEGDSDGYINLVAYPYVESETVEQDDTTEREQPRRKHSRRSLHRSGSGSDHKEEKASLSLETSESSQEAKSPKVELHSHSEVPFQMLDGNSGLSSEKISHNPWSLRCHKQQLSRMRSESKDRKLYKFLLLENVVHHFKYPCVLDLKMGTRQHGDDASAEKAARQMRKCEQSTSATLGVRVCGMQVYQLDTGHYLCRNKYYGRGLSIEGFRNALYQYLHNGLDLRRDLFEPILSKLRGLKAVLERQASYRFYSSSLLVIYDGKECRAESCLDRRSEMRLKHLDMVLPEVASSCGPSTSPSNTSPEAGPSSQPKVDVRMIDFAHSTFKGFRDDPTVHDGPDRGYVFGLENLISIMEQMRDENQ
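ADP-Glo luminescence measures ADP made by human IP6K1 during a 2 h RT reaction with ATP/IP6 (mix at 1.3 mM/130 uM); top library doses 57.5 and 19.1 uM final.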
HEK cytotox = Cytotoxic Profiling in HEK 293 Cell Line of Diverse Libraries Using Quantitative High-Throughput Screening. HEK 293 viability, ATP luminescence (CellTiter-Glo), 48-72 h. Potency, µM (top dose mostly 115 µM), for the others: top-dose activity change, negative = cytotoxicity, most hits filed as inhibitors. hit rate 6.6% among 94,000. AID 1345083, 2018; also: potency is read from the fitted curve at half-maximal effect; nearly all actives have a fitted effect of over 60% in size
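250 HEK 293 cells/well; compound by pintool; incubated 48 or 72 hr at 37 degree Celsius; CellTiter-Glo added, 10 min RT, luminescence imaged.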
FLuc inh = Firefly luciferase inhibition profiling of diverse chemical library using quantitative high-throughput screening. Luciferin 4-monooxygenase (Photinus pyralis), P08659. purified P. pyralis luciferase, luminescence, biochemical. hit rate 2.5% among 76,000. AID 1347043, 2019. Potency, µM (top dose mostly 115 µM), without a hit: at the highest dose activity change, negative = inhibition, hits mostly inhibitors; also: potency is read from the fitted curve at half-maximal effect; nearly all actives have a fitted effect of over 65% in size
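FLuc 10nM, D-luciferin 10uM, ATP 10uM, Mg acetate 10mM, Tris acetate pH 7.5, Tween/BSA; cpd qHTS; enzyme added last; CCD luminescence.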
NIH3T3 tox = Cytotoxic Profiling in NIH 3T3 Cell Line of Diverse Libraries Using Quantitative High-Throughput Screening. NIH 3T3 viability, CellTiter-Glo ATP luminescence, 48-72 h. Potency, µM (doses to about 96.7 µM), without a hit: at the highest dose activity change, negative = cytotoxicity, actives largely listed as inhibitors. AID 1345082, 2018. hit rate 4.3% among 94,000; also: potency is read from the fitted curve at half-maximal effect; nearly all actives have a fitted effect of over 55% in size
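NIH 3T3 cells at 400 cells/well received 23 nL of compound by pintool and were incubated 48 or 72 h at 37 °C. Viability was read as ATP-coupled CellTiter-Glo luminescence.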
SNCA expr inhib = Primary qHTS assay for inhibitors of alpha-synuclein gene (SNCA) expression; AID 1671194, 2021; Potency, µM (titrated, usually from 57.2 µM), inactives show at the top dose activity change, negative = inhibition, usual class: inhibitors; hit rate 0.17% among 140,000; HEK-293 SNCA-luciferase knock-in, luminescence, 24 h;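 also: potency is read from the fitted curve at half-maximal effect; plate controls were DMSO cells for no effect and cell-free wells for full effect; nearly all actives have a fitted effect of over 45% in size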
SNCA viab count = GF-AFC viability counterscreen for inhibitors of alpha-synuclein gene (SNCA) expression. HEK-293-SNCA-luc viability, GF-AFC fluorescence, 24 h. Potency, µM (titrated, usually from 57.1 µM), for the others: at the highest dose activity change, negative = cytotoxicity, actives largely listed as cytotoxic. hit rate 0.12% among 150,000;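 also: potency is read from the fitted curve at half-maximal effect; 0% = DMSO-treated cells and -100% = medium-only wells without cells; nearly all actives have a fitted effect of over 30% in size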
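Cytotoxicity counterscreen: after 24 h compound treatment of genome-edited SNCA-luciferase HEK-293 cells, live-cell protease substrate GF-AFC read by fluorescence after 30 min; activity scaled between DMSO (0%) and medium-only (-100%), curves Hill-fitted.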
GPT2 inh = Primary qHTS assay for inhibitors of Glutamate pyruvate transaminase 2 (GPT2) | Potency, µM (titrated, usually from 57.7 µM), inactives show at the top dose activity change, negative = inhibition, actives largely listed as inhibitors | Alanine aminotransferase 2 (Homo sapiens), Q8TD30 | hit rate 0.25% among 100,000 | Recombinant GPT2, coupled pyruvate oxidase/HRP Amplex Red fluorescence; also: potency is read from the fitted curve at half-maximal effect; nearly all actives have a fitted effect of over 60% in size; many of its hits are not listed in these tables
Target sequence (Q8TD30 whole entry, looked up): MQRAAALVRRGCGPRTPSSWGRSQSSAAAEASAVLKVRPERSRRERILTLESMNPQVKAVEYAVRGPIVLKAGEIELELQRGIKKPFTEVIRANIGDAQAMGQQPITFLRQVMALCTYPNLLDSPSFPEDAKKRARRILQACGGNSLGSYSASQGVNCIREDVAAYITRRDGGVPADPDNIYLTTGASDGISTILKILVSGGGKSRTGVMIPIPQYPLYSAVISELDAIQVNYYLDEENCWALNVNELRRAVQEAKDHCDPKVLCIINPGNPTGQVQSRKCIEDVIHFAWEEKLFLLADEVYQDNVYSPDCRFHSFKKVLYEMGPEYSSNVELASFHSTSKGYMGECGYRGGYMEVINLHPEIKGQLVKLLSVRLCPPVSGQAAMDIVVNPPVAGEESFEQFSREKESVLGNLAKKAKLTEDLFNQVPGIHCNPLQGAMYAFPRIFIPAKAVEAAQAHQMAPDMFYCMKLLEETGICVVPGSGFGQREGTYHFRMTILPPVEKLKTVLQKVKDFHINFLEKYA
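Recombinant GPT2 (10ng/uL) with 250uM a-KG and 2mM L-alanine, 30 min at room temperature, in HEPES pH 7.5 buffer. Pyruvate detected by pyruvate oxidase/HRP/Amplex Red fluorescence after 30 min in the dark; AOA (50uM) as positive control.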
* = called active by the depositor; i = inactive; ? = inconclusive; . = no result given; & = joins results of further samples; [ ] = dose if it differs, or a comment. Unless noted, calls follow the shape of the dose curve; as a rule, active = well fitted curve in the direction sought with a large enough effect; inconclusive = small, poorly fitted or top-dose-only effect, or another doubt; inactive = no such curve, though single readings can be large; an effect the other way counts as inactive or inconclusive. Unless noted, % is scaled to controls: 0 for no effect and ±100 for the full control effect.

Every second line gives: IP6K1 inhibitor, HEK cytotox, FLuc inh, NIH3T3 tox, SNCA expr inhib, SNCA viab count, GPT2 inh
1) Fc1ccc(-c2ccc3ncc(Nc4cc(F)cc(N5CCOCC5)c4)n3n2)cc1
  -16, 63µM*, ?, ?, ?, -21%[87.6 µM], ?
2) COc1ccc(-c2c(C#N)c(SCC(=O)Nc3ccccc3C)nc(C)c2C(=O)Nc2ccc(Cl)cc2)cc1
  2, ., ., ., -17%, -13%, .
3) Cc1ccc(N2C(=O)N[C@@H]3CCN(C(=O)c4ccc(C(F)(F)F)cc4)[C@@H]3C2=O)cc1
  -2, -25%[172 µM], -4%[172 µM], -14%[174 µM], 10%[87.6 µM], 1%[87.6 µM], -19%[88.5 µM]
4) O=[S+]([O-])(c1cccc(C(F)(F)F)c1)N1CCC2(CCN(Cc3cccs3)c3ccccc3O2)CC1
  -1&-4, ?, -1%&0%, ?, -15%&-21%, -2%&1%, 2%
5) CC(=O)c1cc(C(=O)Nc2cc(C)cc(C)c2)c2ccccn12
  -19, ., ., ., 85%[activator], -2%, .
6) CCNC(=O)N1CCCOCCNC(=O)[C@@H]2CCC[C@@H]21
  6, i, -5%, 3%, -13%, -1%, 0%
7) COc1ccccc1CC(=O)N1CCC2(CC1)N=C(c1ccc(Cl)cc1)NO2
  6, 45µM*, -5%, ?, -16%, -10%, 3%
8) COc1cccc([S+](=O)([O-])N2CCC3(C2)N=C(c2ccccn2)C(=O)N3)c1 (stereo not drawn)
  -9, -18%, -7%, -12%, 18%, 3%, -7%
9) COc1ccc2c(c1)NC(c1ccc(OCC(C)C)cc1)=NC(c1ccncc1)=N2
  -1, ., ., ., 11%, -23%, .
10) O=C(O)C1CCc2nnc(C3CCN(C(=O)c4cccc(Cl)c4)CC3)n21 (stereo not drawn)
  -2, -9%, ., -11%, ?, -1%, -39%
11) N#Cc1nc(COc2cccc(Cl)c2)oc1NCCc1ccccc1
  -16, ., ., ., 142%[activator], 14%, .
12) Cc1cc(C)c2sc(NC(=O)c3ccc(S(=O)(=O)N4CCOCC4)cc3)nc2c1
  -12, ., ., ., 1%, 4%, .
13) CCOc1ccc(NC(=O)CCCN2C(=O)C(c3ccccc3)Oc3cccnc32)cc1 (stereo not drawn)
  18, ., ., ., -1%, ?, .
14) Cn1c(Oc2cccc(Cl)c2)nc2c1c(=O)n(Cc1ccccc1Cl)c(=O)n2C
  33, ., ., ., -21%, -1%, .
15) NS(=O)(=O)c1ccc(CCNC(=O)c2cc(-c3ccc[nH]3)n[nH]2)cc1
  25, 0%, -1%, i, 5%, 3%, i
16) Cc1cccc(OC[C@H]2C[C@@H](NC(=O)Nc3ccccc3)[C@H](O)[C@@H]2O)n1
  -4, -21%[172 µM], ?, ?, 109%[activator][87.6 µM], -2%[87.6 µM], -7%[88.5 µM]
17) c1cncc(CN2CC[C@H](c3nnc(Cc4c[nH]c5ccccc45)o3)C2)c1
  -8, ?, -2%[172 µM], ?, -10%[87.6 µM], 2%[87.6 µM], -3%[88.5 µM]
18) COc1cccc(N2CCN(C(=O)Cn3c(-c4cccs4)cc4ccccc43)CC2)c1
  -13, ., ., ., -13%, 14%, .
19) Cc1ccccc1C(=O)Nc1ccc2nc(SCC(=O)N3CCc4ccccc43)sc2c1
  -1, ., ., ., 4%, -1%, .
20) O=c1c(O)c(-c2ccc(O)cc2)oc2cc(O)cc(O)c12
  ., ., ., ., 2%, -17%, 24µM*
21) CCNC(=O)N1CCC(CCOc2ccccc2)C1 (stereo not drawn)
  14, -12%, -6%, -10%, -24%, 6%, 4%
22) Cn1ncc2c(C(=O)NCCc3ccc(Cl)cc3)cc(-c3ccc(Cl)cc3Cl)nc21
  -16, ?, ., ?, ?, -14%, -9%
23) CCc1ccccc1NC(=O)[C@H]1CCC[C@H]1NC(=O)c1ccc(OC)nc1
  7, i, 1%, i, -13%, -24%, -5%
24) Cc1cccc(C)c1NC(=O)c1ccccc1C(=O)O
  17, ., ., ., -10%[25.6 µM], 30%[23.9 µM], 3%
25) CC1(c2ccccc2)N(Cc2ccccc2C#N)C(=O)OC12CCN(C(=O)Cc1cccc(F)c1)CC2 (stereo not drawn)
  -20, ?, 6%, -31%, -11%, -6%, 4%
26) COc1ccc(-n2c(-c3ccco3)nc3c(cnn3-c3ccc(C)cc3)c2=O)cc1
  7, ., ., ., ?, 5%, .
27) O=S1(=O)CCN(Cc2cn(C[C@H]3C[C@@H](NCc4ccc(F)cc4)[C@H](O)[C@@H]3O)nn2)CC1
  8, 2%, -14%, -3%, -5%, -2%, i
28) COc1cc(-c2ccno2)ccc1S(=O)(=O)N1CCN(c2ccccc2F)CC1
  -6, ., ., ., 0%, 6%, .
29) COc1cccc(NC(=O)N2CC(c3nnc(-c4ccncc4)o3)C3(CCOCC3)C2)c1 (stereo not drawn)
  22, -13%, -3%, -23%, -22%, 4%, -13%
30) CC(Oc1ccccc1)C(=O)N1CCC(n2cc(-c3nc(-c4ccccc4)no3)nn2)CC1 (stereo not drawn)
  11, 20µM*, -13%, ?, ?, ?, -7%

Every second line gives: IP6K1 inhibitor, HEK cytotox, FLuc inh, NIH3T3 tox, SNCA expr inhib, SNCA viab count, GPT2 inh
31) CN(C)[C@@H]1CN(C(=O)c2cccn2C)CC[C@@H]1CO
  -5, 2%, 7%, -2%, -6%, 3%[12.5 µM], 4%
32) O=C(c1cccn1-c1nnc(N2CCCCC2)s1)N1CCN(c2ccccc2)CC1
  5, ., ., ., -23%, -5%, .
33) Cn1c(=O)c2c(nc(N3CCOCC3)n2Cc2cccc(Br)c2)n(C)c1=O
  -12, ., ., ., -7%, -25%, .
34) CC(=O)NC1CC2(CCN(C(=O)c3c(C)noc3C)CC2)Oc2ccccc21 (stereo not drawn)
  0, i, ., i, ?, 4%, 2%
35) O=C(O)C1(Oc2ccc3ncccc3c2)CCN(Cc2cccnc2)CC1
  0, i, -1%, i, 4%, -14%, 5%
36) Cc1ccc(NC(=O)Cn2cnc3nc4c(cc3c2=O)CCCC4)cc1Cl
  9, ., ., ., -12%, 8%, .
37) COc1cccc(-c2ccccc2CN)c1
  -9, -16%[172 µM], ., -8%[138 µM], -2%[87.6 µM], -14%[87.6 µM], -5%[88.5 µM]
38) COC[C@H]1NC(=O)CC[C@H]1C(=O)NCc1cc(F)cc(F)c1
  16, -2%, ., -15%, 3%, 11%, i
39) CCC(C)n1c(=N)c(C(=O)NCc2ccco2)cc2c(=O)n3cc(C)ccc3nc21 (stereo not drawn)
  0, ., ., ., 15%, ?, .
40) COc1ccc2[nH]c3c(c2c1)CCNC31CCN(C(=O)CC(C)C)CC1
  10, ?, 2%, -24%, 44%[activator], 1%[12.5 µM], i
41) Cc1cnn(CC(=O)N2CCc3nn(C)c(=O)n3CC2)c1
  -14, -7%, 9%, i, 5%, -7%, i
42) CCOc1ccccc1CNC(=O)CN1C(=O)CCCc2ccccc21
  22, ., ., ., 9%, 0%, .
43) O=C(O)CCC(=O)N1CCC2(CC1)CC(Cc1ccccc1)=NO2
  0, -12%, ., -13%, 5%, 1%, -5%
44) COc1ccc2[nH]c(=O)c(CN(C(=O)c3cccc(Cl)c3)c3ccccc3C)cc2c1
  17, ., ., ., 4%, -5%, .
45) COCCC(=O)NCCC1CCN(C(=O)Nc2cc(F)ccc2F)CC1
  0, -2%, 0%, -5%, 11%, 0%, i
46) COCCCNC(=O)c1cc(-c2cccnc2)nc2c1cnn2C
  19, ?, ., ?, -10%[87.6 µM], ?, i
47) CCCCc1ncc(-c2c(-c3ccccc3)ncn2CC2(CO)CCC2)[nH]1
  5, ?, 4%, ?, -13%, -24%, i
48) COc1ccc(-c2ncc[nH]2)cc1
  3, -14%[230 µM], ., -13%[174 µM], -8%[87.6 µM], 7%[87.6 µM], i
49) Cc1cccc(-n2ncc3c2CCCC3NC(=O)C2(C)CCNCC2)c1C (stereo not drawn)
  13, -26%, 5%, -25%, -16%, 3%, -2%
50) CC(=O)N1CCC(Cc2noc(-c3ccccc3)n2)C1 (stereo not drawn)
  -3, ?, -10%, -13%, 33%[activator], -7%, i
51) CCc1ccc(NC(=O)Cn2nc(C(F)(F)F)c3c2CCCC3)cc1
  -13, ., ., ., 43%[activator], 3%, .
52) O=C(NCCc1csc(-c2ccc(C(F)(F)F)cc2)n1)C(=O)Nc1ccc(F)c(Cl)c1
  -7, ., ., ., 15%, 0%, .
53) Cc1ccc(-c2nnc(Nc3ccc(S(N)(=O)=O)cc3)c3ccccc23)cc1S(=O)(=O)N1CCOCC1
  24, ., ., ., 10%, -7%, .
54) COc1ccccc1-c1cccc(CN2CCC(NC(=O)Nc3ccc(C)c(F)c3)CC2)c1
  16, 10µM*, ., 20µM*, -27%, -24%, i
55) Cc1ccccc1-n1c(SCC(=O)c2ccccc2)nnc1-c1ccc(F)cc1
  -4, ., ., ., -11%, -8%, .
56) CCc1ccc(NC(=O)Cn2c(=O)n(CCC(=O)NCc3ccc4c(c3)OCO4)c(=O)c3ccccc32)cc1
  25, ., ., ., -1%, -10%, .
57) Cn1nc(C2CCN(C(=O)Cc3cccc(F)c3)CC2)c2c1CCOC2
  -4, 13%, 7%, 3%, 6%, 5%, i
58) COc1ccc(-n2ncc3c(NCCC4=CCCCC4)ncnc32)cc1
  31, ., ., ., 172%[activator], -5%, .
59) O=C(c1ccccc1)N1CCn2c(nn(-c3ccc(F)cc3)c2=O)C1
  -3, 100µM*, -5%[172 µM], -19%[138 µM], 0%[87.6 µM], -5%[87.6 µM], -2%[88.5 µM]
60) Fc1ccc(Nc2ncnc3c2nc2n3CCCCC2)c(F)c1
  15, ., ., ., 63%[activator], -2%, .

Entries of single compounds as entered above. Screens in order: IP6K1 inhibitor	HEK cytotox	FLuc inh	NIH3T3 tox	SNCA expr inhib	SNCA viab count	GPT2 inh
Listed for Cc1ccccc1-n1c(SCC(=O)c2ccccc2)nnc1-c1ccc(F)cc1 → -4	.	.	.	-11%	-8%	.
Listed for O=C(c1cccn1-c1nnc(N2CCCCC2)s1)N1CCN(c2ccccc2)CC1 → 5	.	.	.	-23%	-5%	.

The list is partial; the hit share may differ from the screen's.
